Screening results: PubChem BioAssay, National Center for Advancing Translational Sciences (NCATS)
BRCA1 expr up – qHTS Assay to Identify Small Molecule Activators of BRCA1 Expression; MCF7-BRCA1-FFLuc reporter, luminescence, 48 h; response scale: scaled: vehicle 0%, 10 µM genistein 100%; Potency, µM (titrated, usually from 46.1 µM), inactives show top-dose activation, most hits filed as activators; AID 624202, 2012; 1.1% of 380,000 active; further: potency means the concentration at half of the fitted maximal effect; nearly all actives have a fitted effect of over 80% in size; some results filed as inactive show a strong effect at the top dose
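Luminescence from a BRCA1-driven firefly luciferase in MCF7 cells was read after 48 h compound exposure at 37 C. Data normalized against DMSO and a 10microM genistein activation control, then curve-fitted across the titration.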
Menin MLL FP TR – qHTS Assay for Inhibitors Targeting the Menin-MLL Interaction in MLL Related Leukemias: Competition With Texas Red Labeled MLL-derived Mutant Peptide; Potency, µM (series often up to 61.6 µM), for the others: at the highest dose FP activity change, negative = inhibition, usual class: inhibitors; 0.23% of 270,000 active; AID 1768, 2009; O00255; Menin + Texas Red MLL mutant peptide, fluorescence polarization; active means well fitted inhibition curve with a large enough effect in the polarisation, with a control signal flat, not every such curve was filed as active; inconclusive means small, poorly fitted or top-dose-only effect, or effect the other way, or a change in a side signal; inactive means no such curve, though single readings can be large or run the other way; the % refers to the polarisation; further: potency means the concentration at half of the fitted maximal effect; % of control where 0% means no effect; many of its hits are not listed in these tables
Giardia kill – Small Molecules that selectively kill Giardia lamblia: qHTS. Giardia lamblia trophozoite viability. activity change, % at 7.66 µM, hits read low. 0.15% of 340,000 active; in the data active means activity change below about -80%; inconclusive means between about -30% and that limit;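 further: parasites exposed to compound for two days anaerobically before the ATP read; on the % scale 0 is the no-effect control and ±100 the full control effect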
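Viability, read as ATP luminescence: trophozoites at 100 cells/well, compound added, 48 hrs anaerobic at 37 deg C, then 15-30 min room-temperature development before reading.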
Gal4-VP16 FLuc – VP16 counterscreen qHTS for inhibitors of ROR gamma transcriptional activity | Drosophila S2 Gal4-VP16 UAS-luciferase, luminescence, 20 h | Potency, µM (top dose mostly 53.6 µM), without a hit: at the top dose activity, negative = inhibition, hits mostly inhibitors | 3.5% of 310,000 active;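 further: Gal4-VP16 expression switched on by copper sulfate through the metallothionein promoter; potency means the concentration at half of the fitted maximal effect; on the % scale 0 is the no-effect control and ±100 the full control effect; nearly all actives have a fitted effect of over 50% in size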
NPC1 promoter act – qHTS Assay for NPC1 Promoter Activators. AID 485313, 2010. Huh7 NPC1 promoter luciferase reporter, 24 h. Potency, µM (highest dose often 9.22 µM), for the others: at the top dose activation, actives largely listed as activators. 2.4% of 320,000 active;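 further: potency means the concentration at half of the fitted maximal effect; % of control where 0% means no effect; nearly all actives have a fitted effect of over 60% in size; reporter is driven by a mutant NPC1 promoter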
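NPC1 promoter–luciferase Huh7 cells; 24 h compound; luminescence.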
p53 reactivation – qHTS assay for re-activators of p53 using a Luc reporter; 0.063% of 320,000 active; AID 504706, 2011; Potency, µM (series often up to 92.2 µM), inactives show at the highest dose activity change, positive = activation, most hits filed as activators; H1299 p53-A138V BP100-luciferase reporter, luminescence, 24 h; further: potency means the concentration at half of the fitted maximal effect; % of control where 0% means no effect; nearly all actives have a fitted effect of over 45% in size
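H1299 (p53-null), stable ts p53-A138V + BP100-Luc; 1000 cells/well, Opti-MEM/10% FBS; cpd 4 pt, 1:5; 24 h, 37 deg C, 5% CO2; detection reagent 10 min RT; luminescence.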
Rab9 prom act – qHTS Assay for Rab9 Promoter Activators; Huh7 Rab9 promoter-luciferase reporter, luminescence, 24 h; Potency, µM (top dose mostly 9.22 µM), for inactives: at the highest dose activation, negative = inhibition, usual class: activators; 2.8% of 320,000 active; further: potency means the concentration at half of the fitted maximal effect; % of control where 0% means no effect; nearly all actives have a fitted effect of over 60% in size
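Measured in stably transfected Huh7 cells bearing a Rab9 promoter–luciferase construct: 24 h compound treatment at 37 °C, followed by luminescence detection.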
ELG1 genotoxic – qHTS screen for small molecules that induce genotoxicity in human embryonic kidney (HEK293T) cells expressing luciferase-tagged ELG1. HEK293T ELG1-luciferase reporter, luminescence, 16 h. Potency, µM (series often up to 46 µM), inactives show at the top dose activity change, positive = activation, actives largely listed as activators. 1.3% of 330,000 active. AID 504466, 2011; further: potency means the concentration at half of the fitted maximal effect; % of control where 0% means no effect; nearly all actives have a fitted effect of over 60% in size
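After overnight (16 hr) compound treatment at 37 °C, ELG1-luciferase HEK293T cells were lysed with ONE-Glo; luminescence quantified 30 min later at room temperature.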
PKM2 activator – qHTS Assay for Activators of Human Muscle isoform 2 Pyruvate Kinase. Pyruvate kinase PKM (Homo sapiens), P14618. purified PKM2, Kinase-Glo ATP luminescence, activation; response scale: 0% is enzyme alone, no compound. Potency, µM (titrated, usually from 57.5 µM), without a hit: top-dose activation, most hits filed as activators. 0.34% of 260,000 active; further: potency means the concentration at half of the fitted maximal effect; on the % scale 0 is the no-effect control and ±100 the full control effect; nearly all actives have a fitted effect of over 55% in size
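Kinase-Glo luminescence reports ATP generated from ADP (0.1 mM) and PEP (0.5 mM) by purified hPK-M2 after 1 h at room temperature, pH 7.2 imidazole buffer; intermediate enzyme activity allows detecting inhibitors and activators.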
FLuc counter – qHTS profiling assay for firefly luciferase inhibitor/activator using purifed enzyme and Km concentrations of substrates (counterscreen for miR-21 project); Luciferin 4-monooxygenase (Photinus pyralis), P08659; purified FLuc, Km substrates, luminescence inhibition; Potency, µM (highest dose often 57.5 µM), for the others: at the highest dose activity change, negative = inhibition, hits mostly inhibitors; 6.9% of 360,000 active;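 further: potency means the concentration at half of the fitted maximal effect; plate controls were vehicle for no effect and reference inhibitor for full effect; nearly all actives have a fitted effect of over 55% in size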
Target sequence (P08659 whole entry, looked up): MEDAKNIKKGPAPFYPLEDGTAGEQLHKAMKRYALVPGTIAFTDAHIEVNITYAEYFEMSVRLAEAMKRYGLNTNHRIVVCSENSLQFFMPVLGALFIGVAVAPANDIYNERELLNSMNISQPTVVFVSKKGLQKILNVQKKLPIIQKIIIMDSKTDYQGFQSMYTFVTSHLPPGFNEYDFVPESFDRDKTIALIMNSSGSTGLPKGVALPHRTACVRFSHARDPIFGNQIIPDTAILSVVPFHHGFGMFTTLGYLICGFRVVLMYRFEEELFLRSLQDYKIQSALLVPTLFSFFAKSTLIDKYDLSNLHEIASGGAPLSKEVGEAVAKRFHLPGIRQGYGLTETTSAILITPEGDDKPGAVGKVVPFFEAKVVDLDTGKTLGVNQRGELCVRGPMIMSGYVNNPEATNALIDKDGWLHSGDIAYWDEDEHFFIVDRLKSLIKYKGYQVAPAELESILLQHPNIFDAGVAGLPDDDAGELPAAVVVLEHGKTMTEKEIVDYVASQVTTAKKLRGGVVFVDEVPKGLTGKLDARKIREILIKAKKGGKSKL
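Biochemical qHTS of compounds, final roughly 60 µM downward over six points, against 10 nM purified firefly luciferase using Km concentrations of substrates (10 uM D-luciferin, 10 uM ATP) in Tris acetate pH 7.5 buffer; luminescence output.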
RORgamma inh – qHTS for inhibitors of ROR gamma transcriptional activity; Drosophila S2 Gal4-RORgamma UAS-luciferase reporter, 20 h; 5.4% of 310,000 active; AID 2551, 2010; Potency, µM (titrated, usually from 53.6 µM), for the others: at the highest dose activity change, negative = inhibition, hits mostly inhibitors; further: potency means the concentration at half of the fitted maximal effect; on the % scale 0 is the no-effect control and ±100 the full control effect; nearly all actives have a fitted effect of over 60% in size
Target sequence (P51450 whole entry, looked up, the tested form may be a part): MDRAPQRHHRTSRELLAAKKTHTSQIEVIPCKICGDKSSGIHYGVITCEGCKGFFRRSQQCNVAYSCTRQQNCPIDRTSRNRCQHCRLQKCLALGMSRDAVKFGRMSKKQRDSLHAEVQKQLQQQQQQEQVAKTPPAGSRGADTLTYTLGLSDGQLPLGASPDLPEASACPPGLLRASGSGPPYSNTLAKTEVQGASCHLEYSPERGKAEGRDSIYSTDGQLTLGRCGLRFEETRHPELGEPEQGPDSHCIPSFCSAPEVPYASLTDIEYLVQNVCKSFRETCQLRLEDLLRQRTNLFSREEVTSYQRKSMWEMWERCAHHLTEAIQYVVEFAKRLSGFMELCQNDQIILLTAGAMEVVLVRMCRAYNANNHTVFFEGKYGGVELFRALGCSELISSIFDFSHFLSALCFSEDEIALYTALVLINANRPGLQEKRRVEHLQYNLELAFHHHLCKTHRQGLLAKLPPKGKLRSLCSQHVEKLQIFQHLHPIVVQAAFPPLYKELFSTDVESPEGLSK
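Luminescence from a UAS-regulated Photinus luciferase reporter in stably transfected Drosophila Schneider cells is measured; decreased signal marks ROR gamma inhibition. Fusion expression is induced by 700 uM copper sulfate for 20 hr.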
Active calls of the source: *; ? = inconclusive; . = no result given; [ ] = another dose, or the depositor's remark. Unless noted, the call rests on the fitted dose curve; in most records, active means well fitted curve in the direction sought with a large enough effect; inconclusive means small, poorly fitted or top-dose-only effect, or another doubt; inactive means no such curve, though single readings can be large; an effect the other way counts as inactive or inconclusive. Only part of the results is shown, so the mix of outcomes need not match the whole.

SMILES	BRCA1 expr up	Menin MLL FP TR	Giardia kill	Gal4-VP16 FLuc	NPC1 promoter act	p53 reactivation	Rab9 prom act	ELG1 genotoxic	PKM2 activator	FLuc counter	RORgamma inh
Cc1ccc2nsnc2c1NC(=O)c1ccc2c(c1)OCCO2	-3.2%	.	-2.5	-2.8%	-1.0%	-4.7%	1.9%	8.6%	-5.6%	-5.6%	0.0%
Cn1nnnc1SCC(=O)Nc1ccccn1	15.6%	0.4%	-5.8	13.6%	-2.5%	-2.0%	-0.7%	-2.6%	-1.6%	0.4%	5.9%
Cc1cc2oc(=O)cc(-c3ccccc3)c2c(C)c1-c1ccc(N(C)C)cc1	-22.8%	11.8%	-10.2	-2.9%	.	-2.7%	.	0.9%	.	.	23.6%
Cc1cc(C)nc(Nc2nc3ccccc3o2)n1	0.0%	.	-1.7	-1.1%	22.6%	9.7%	18.3%	2.6%	-0.1%	-9.6%	-7.1%
CC(=O)Nc1ccc(NC(=O)c2cc(-c3ccc(C)c(C)c3O)n[nH]2)cc1	2.0%	54.9%[activator]	5.2	-21.3%	10.0%	14.2%	19.6%	-15.8%	.	5.36µM*	-2.3%
C(=N\N1CCN(c2ccccn2)CC1)/c1cccc2ccccc12	4.9%	.	2.3	-3.9%	2.3%	3.3%	1.5%	-2.6%	-6.7%	16.9µM*	-1.7%
CS(=O)(=O)N1CCN(C(=O)CCc2ccccc2)CC1	4.7%	5.8%	11.8	0.3%	1.4%	.	-1.2%	-3.7%	-0.5%	8.0%	-4.0%[1.91 µM]
O=S(=O)(c1ccc(F)c(Cl)c1)N1CCCC1	-1.8%	-9.1%	2.8	-6.8%	-2.7%	-14.0%	1.6%	1.3%	5.7%	9.4%	0.2%
O=C(COC(=O)c1ccccc1O)Nc1ccc(N2CCOCC2)cc1	27.3%	.	-29.8	.	-0.9%	?	3.7%	2.4%	.	2.7%	.
CCC1(c2ccc(F)cc2)NC(=O)N(CC(=O)N2c3ccccc3NC(=O)CC2C)C1=O (stereo not drawn)	-8.5%	.	-11.5	.	-0.6%	4.6%	-2.0%	0.4%	.	-0.2%	.
COc1ccc2nc3oc(C(=O)N4CCCCC4)cc3cc2c1	7.08µM*	-14.1%	3.3	-11.2%	3.16µM*	?	2.82µM*	14.6µM*	-8.6%	6.75µM*	21.7%
Cc1ncoc1C(=O)Nc1ccc(Oc2ccccc2)cc1	64.7%	26.9%	-17.1	?	?	?	?	5.1%	4.5%	15.1µM*	-5.1%
Cc1ccc2c(c1)N(CC(=O)NCCC1=CCCCC1)C(=O)c1cccnc1O2	2.1%	-16.2%	6.3	-1.7%	-3.5%	13.7%	4.4%	-1.2%	-2.7%	1.1%	-10.8%
CCCCC(=O)N/N=C(\C)c1cccc(NC(=O)C2CC2)c1	1.9%	-0.9%	4.9	-7.4%	3.0%	-15.9%	-1.1%	1.5%	-14.8%	-2.2%	22.3%
COc1ccc(C2C(=O)N(C3CCCCC3)CC(=O)N2C2CCCC2)cc1 (stereo not drawn)	-44.9%	-19.1%	11.9	-0.6%	-1.6%	-1.5%	2.5%	0.4%	-1.3%	0.3%	12.5%
COc1cccc(/C=N/Nc2nc(C)cc(=O)[nH]2)c1OC	12.2%	-16.5%	3.0	-5.2%	25.9%	0.1%	14.5%	10.2%	.	?	-2.8%
O=C(c1n[nH]c(=O)c2ccccc12)N1CCN(C2c3ccccc3-c3ccccc32)CC1	-70.0%	-7.3%	16.7	-11.5%	4.6%	-6.6%	-2.3%	-5.2%	1.0%	-1.7%	26.7%
Cc1ccc(NC(=O)CCc2nc3ccccc3s2)c(O)c1	-30.4%	?	17.4	3.7%	10.7%	-1.9%	-3.4%	-1.0%	-4.7%	-16.8%	0.7%
Cc1ccc(S(=O)(=O)CCC(=O)OCC(=O)NCC(=O)Nc2c(C)cc(C)cc2C)cc1	3.0%	.	-6.2	.	5.7%	5.1%	-0.5%	-3.3%	.	3.4%	.
COc1ccc([C@H]2CC(=O)C=C(c3ccc(OC(F)(F)F)cc3)C2)cc1OC	-24.9%	.	5.6	.	-9.6%	-21.5%	-7.0%	11.5%	.	-1.0%	.
NS(=O)(=O)c1ccc(NC(=O)Nc2ccc(Cl)cc2)cc1	84.9%	30.8%[activator]	11.7	?	12.7%	0.7%	16.8%	12.1%	7.7%	-14.6%	?
O=C(Nc1ncn[nH]1)c1ccc(Cl)cc1Cl	-1.0%	?	-9.3	-6.9%	-1.8%	-0.8%	15.6%	-1.0%	.	-9.7%	38.9%
CCOC(=O)C1CCN(S(=O)(=O)c2ccc(OC)c(OC)c2)CC1	0.8%	-13.6%	7.1	0.3%	-0.9%	-2.7%	1.0%	-0.6%	-14.0%	3.8%	-36.2%
CCOc1ccc2nc(NC(=O)c3ccoc3C)sc2c1	?	?	-20.4	11.2µM*	0.562µM*	?	0.501µM*	?	-34.5%	0.477µM*	?
Cc1ccc(CNCC(=O)Nc2ccc(N3CCOCC3)cc2)cc1	-21.2%	.	11.9	-8.0%	-3.3%	-4.4%	-2.6%	-0.2%	-7.6%	-1.0%	5.1%
SMILES	BRCA1 expr up	Menin MLL FP TR	Giardia kill	Gal4-VP16 FLuc	NPC1 promoter act	p53 reactivation	Rab9 prom act	ELG1 genotoxic	PKM2 activator	FLuc counter	RORgamma inh
O=C(CSCc1nc2ccccc2[nH]1)Nc1ccc2ccccc2c1	-13.1%	38.3%[activator]	1.8	2.4%	-0.5%	-8.2%	9.0%	-2.3%	-2.2%	-4.6%	-16.0%
CC(C)(C)c1ccc(S(=O)(=O)/N=C2\C=C(NS(=O)(=O)c3ccccc3)C(=O)c3ccccc32)cc1	-44.2%	5.4%	0.8	-5.5%	-6.6%	-1.8%	5.1%	-6.8%	-3.7%	?	2.3%
N#CCSc1nc2[nH]ncc2c(=O)n1-c1ccccc1Br	-8.9%	12.0%	4.8	-1.4%	?	-63.0%[inhibitor]	0.316µM*	?	-31.8%	0.135µM*	10.6%
O=C(C(=O)N1CCN(c2ccc(F)cc2)CC1)c1cn(CC(=O)N2CCOCC2)c2ccccc12	0.9%	.	0.3	-2.5%	-0.4%	-5.7%	-5.1%	0.1%	.	-0.4%	-2.7%
CCc1cccc(CC)c1NC(=S)NCc1ccc2[nH]c(C)cc2c1	-34.3%	?	17.9	11.2µM*	-2.6%	2.2%	-5.4%	-0.3%	-1.3%	1.5%	2.51µM*
O=C(/C=C/c1ccccc1Cl)c1ccc[nH]1	8.2%	-4.9%	-12.6	27.7%	9.6%	?	26.7%	?	-3.0%	7.57µM*	-34.4%
N=c1c(C(=O)NCc2ccc3c(c2)OCO3)cc2c(=O)n3ccccc3nc2n1Cc1cccnc1	3.3%	16.3%	-1.9	-1.5%	-0.9%	-6.8%	-0.8%	0.4%	?	4.4%	-1.6%
CC1=CC=CC2=NC(=O)CC(C)(C(=O)O)N12 (stereo not drawn)	23.0%	8.9%	6.9	-1.1%	-6.0%	0.0%	-6.9%	0.1%	0.5%	4.9%	-17.1%
CCCn1cnc2c(oc3ccccc32)c1=O	81.4%	-9.3%	9.2	1.7%	18.7%	11.1%	19.5%	12.4%	.	?	-1.1%
COc1ccc(C2=NS(=O)(=O)N(C)C(C(=O)Nc3ccc(OC)c(OC)c3)=C2)cc1	-6.2%	?	4.6	-19.8%	-9.2%	7.7%	-4.1%	-0.7%	-1.7%	?	31.8%
O=C(OCC(=O)N1CCN(C(=O)c2ccco2)CC1)c1cn(-c2ccccc2)nc1-c1ccccc1	26.4%	12.1%	7.3	0.8%	1.5%	-4.2%	-3.5%	-4.1%	3.9%	16.9µM*	14.9%
CN(C)C(CNc1ccc([N+](=O)[O-])cc1C#N)c1ccccc1 (stereo not drawn)	-4.9%	-15.5%	11.5	-4.6%	-2.5%	6.5%	-2.0%	0.2%	-9.8%	-1.0%	4.5%
COc1ccccc1N1CCN(C(=O)/C=C/c2ccccc2)CC1	21.2%	-29.4%	3.7	18.9%	7.7%	7.9%	-1.4%	2.5%	-5.3%	1.3%	-7.6%
